Compound activity: PubChem, several laboratories
AID2073 – inhibitors of Mint1-CaV2.2 protein interaction, biochemical, HTRF (AID 2073); HTRF protein-protein interaction, Mint1-CaV2.2; higher % means a stronger effect; inhibition, % at 20 µM; hits with a dose series show IC50 in µM; hit rate 0.19% among 290,000; in the data active = inhibition mostly above about 51%, no sharp cut-off; inconclusive = no clear call, values can overlap the other calls; inactive = mostly below about 53%; also: some results filed as inactive read as strong as hits
LYP phosphatase – inhibitors of LYP phosphatase, biochemical, fluorescence intensity, uHTS (AID 1779) | recombinant LYP phosphatase, fluorescence intensity; higher % means a stronger effect | inhibition, % at 11.5 µM, or IC50 in µM where a hit was titrated | hit rate 0.054% among 290,000; in the data active = inhibition above about 50%;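 also: plate controls were vehicle with enzyme for no effect and no enzyme for full effect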
SIAH1 antagonists – Siah-1 peptide-binding antagonists, primary screen, biochemical, fluorescence polarization, rhodamine-plectin, uHTS (AID 1817); Siah-1 / rhodamine-plectin peptide fluorescence polarization; higher % means a stronger effect; displacement, % at 20 µM; hits with a dose series show IC50 in µM; hit rate 0.02% among 290,000;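 active = displacement of at least 50% at 20 µM, with a fluorescence ratio check between 0.3 and a set limit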;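 also: plate controls were Siah plus tracer with DMSO for no effect and tracer alone without Siah for full effect; strong numbers were not always called active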
Dengue-2 NS5 capping – flavivirus cap methylation enzyme inhibition – biochemical, confirmation dose response, primary screen (AID 588689); Dengue-2 NS5 methyltransferase capping enzyme assay, biochemical; higher % means a stronger effect; one-dose inhibition, % at 25 µM; IC50 in µM for titrated hits; hit rate 0.3% among 340,000; in the data active = a potency from the dose series; inconclusive = inhibition above about 29% without an active follow-up result
HIV peptide binding – cell-free HIV fusion peptide-binding blockers – biochemical, uHTS, fluorescence dequenching, primary screen (AID 1986); cell-free peptide binding, fluorescence dequenching, 30 min; higher % means a stronger effect; inhibition, % at 20 µM, or IC50 in µM where a hit was titrated; hit rate 0.3% among 290,000; in the data active = inhibition mostly above about 52%, no sharp cut-off; inactive = mostly below about 76%; also: some results filed as inactive read as strong as hits
MgcRacGAP inhibition – MgcRacGAP GTPase-activating activity inhibitors, confirmation, biochemical, ADP Hunter fluorescence; inhibition, % at 30 µM; hits with a dose series show IC50 in µM; AID 624330; MgcRacGAP-stimulated Rac1 GTP hydrolysis, ADP Hunter fluorescence; higher % means a stronger effect; GST-tagged Rac1 F28L mutant substrate; hit rate 0.6% among 340,000;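 active = first-screen hits whose inhibition reached a set limit at any dose in the follow-up dose series; inconclusive = inhibition above the set first-screen limit but never retested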;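 also: fluorescence reports GDP produced by GAP-driven GTP hydrolysis; strong numbers were not always called active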
Large T inhibition – SV40 large T antigen inhibitors, biochemical (AID 1903); inhibition, % at 20 µM, or IC50 in µM where a hit was titrated; SV40 large T antigen ATPase/helicase inhibition assay; higher % means a stronger effect; hit rate 0.39% among 310,000; in the data active = a potency from the dose series; inconclusive = inhibition mostly from about 32% at the one dose, without a potency; inactive = the rest, 99 in 100 with inhibition below about 32%; also: strong numbers were not always called active
XIAP displacement – small molecules displacing peptide from XIAP – biochemical, IAP family, fluorescence polarization (AID 1018). hit rate 0.007% among 200,000. XIAP BIR domain, fluorescence polarization peptide displacement; higher % means a stronger effect. one-dose displacement, % at 20 µM; IC50 in µM for titrated hits; in the data active = displacement above about 50%; also: a part of the inactive calls stands beside numbers as strong as those of hits
RSV CPE inhibition – RSV antiviral activity via CPE protection, HEp-2 cells, primary 10 µM value included (AID 2391); HEp-2 cells, RSV-induced CPE inhibition; higher % means a stronger effect; CPE inhibition, % at 10 µM, or IC50 in µM where a hit was titrated; hit rate 0.13% among 310,000; in the data active = a potency from the dose series; inconclusive = CPE inhibition mostly from about 23% at the one dose, without a potency; inactive = the rest, 99 in 100 with CPE inhibition below about 21%; also: strong numbers were not always called active
Numbers without * were called inactive. No enrichment for hits; overall some 1.7% were active at least once.

What do the screens show for `COc1ccc(Cl)c(N2CCN(CCCNC(=O)Nc3ccc(C)cc3)CC2)c1`?
AID2073: -9%; LYP phosphatase: 1%; SIAH1 antagonists: -1%; Dengue-2 NS5 capping: -20%; HIV peptide binding: -1.3%; MgcRacGAP inhibition: 13%; Large T inhibition: 14%; XIAP displacement: 0.6%; RSV CPE inhibition: 14%

What do the screens show for `COc1ccc(Cl)cc1NC(=O)N1CCC(C)CC1`?
AID2073: -13%; LYP phosphatase: -3%; SIAH1 antagonists: 11%; Dengue-2 NS5 capping: -8%; HIV peptide binding: 0.0%; MgcRacGAP inhibition: 4%; Large T inhibition: 16%; XIAP displacement: -17%; RSV CPE inhibition: 1.6%

What do the screens show for `COc1ccc(-c2cc(=O)oc3cc(OCC(=O)NCCCn4ccnc4)ccc23)cc1`?
AID2073: 21%; LYP phosphatase: -3%; SIAH1 antagonists: 0%; Dengue-2 NS5 capping: 4%; HIV peptide binding: -0.4%; MgcRacGAP inhibition: -9%; Large T inhibition: 6%; RSV CPE inhibition: 0.3%

Results for CC(=O)Nc1ccc(NC(=O)Cc2ccc(-c3ccccc3)cc2)cc1 ?
AID2073: 1%; LYP phosphatase: -9%; SIAH1 antagonists: -6%; HIV peptide binding: -0.5%; MgcRacGAP inhibition: 11%; Large T inhibition: 2%; RSV CPE inhibition: 0.7%

Results for COC(=O)c1ccccc1NC(=O)N1CCN(C/C=C/c2ccccc2)CC1 ?
AID2073: -5%; LYP phosphatase: -12%; SIAH1 antagonists: 2%; Dengue-2 NS5 capping: -5%; HIV peptide binding: 0.3%; MgcRacGAP inhibition: 2%; Large T inhibition: inconclusive; XIAP displacement: 0.5%; RSV CPE inhibition: -0.8%

What do the screens show for `Cc1ccc(NC(=O)CCn2cc(C(F)(F)F)ccc2=O)cc1`?
AID2073: 30%; LYP phosphatase: -6%; SIAH1 antagonists: 7%; HIV peptide binding: 1.2%; Large T inhibition: 4%; RSV CPE inhibition: 1.2%

What do the screens show for `CCOC(=O)Nc1cc(C)c(Cl)cc1OC`?
AID2073: -3%; LYP phosphatase: -5%; SIAH1 antagonists: -2%; Dengue-2 NS5 capping: -8%; HIV peptide binding: -2.8%; MgcRacGAP inhibition: 18%; Large T inhibition: 8%; XIAP displacement: -23%; RSV CPE inhibition: 0.6%

Results for COc1ccc(-c2cc(C(F)(F)F)n3nc(C(=O)N4CCOCC4)nc3n2)cc1 ?
AID2073: 18%; LYP phosphatase: 4%; SIAH1 antagonists: -2%; Dengue-2 NS5 capping: -6%; HIV peptide binding: 2.7%; MgcRacGAP inhibition: 6%; Large T inhibition: 7%; XIAP displacement: -1.8%

How did COc1ccc(CN2C(=O)c3cccnc3C2=O)cc1S(=O)(=O)N1CCCC(C)C1 (stereo not drawn) do in these assays?
AID2073: 5%; LYP phosphatase: -6%; SIAH1 antagonists: 2%; Dengue-2 NS5 capping: 0%; HIV peptide binding: 0.3%; MgcRacGAP inhibition: 4%; Large T inhibition: 7%; RSV CPE inhibition: 0.3%

How did O=C(O)C1CCN(S(=O)(=O)c2ccc(N3CCCC3C(=O)O)c([N+](=O)[O-])c2)CC1 (stereo not drawn) do in these assays?
AID2073: 3%; LYP phosphatase: -12%; SIAH1 antagonists: -1%; Dengue-2 NS5 capping: -8%; HIV peptide binding: 2.8%; MgcRacGAP inhibition: 5%; Large T inhibition: 1%; RSV CPE inhibition: 0.5%

Results for CSc1nc2ccccc2c(=O)n1C1CCCCC1 ?
AID2073: -4%; LYP phosphatase: -9%; SIAH1 antagonists: 3%; Dengue-2 NS5 capping: -5%; HIV peptide binding: 1.8%; MgcRacGAP inhibition: 2%; Large T inhibition: 4%; RSV CPE inhibition: 0.1%

How did CCC(=O)N(c1ccc(C(=O)O)cc1)c1nc(-c2ccc(OC)cc2)c(C)s1 do in these assays?
AID2073: -10%; LYP phosphatase: 0%; SIAH1 antagonists: 20%; Dengue-2 NS5 capping: -9%; HIV peptide binding: 9.5%; MgcRacGAP inhibition: 7%; Large T inhibition: 6%; XIAP displacement: -3.4%; RSV CPE inhibition: 1.2%

Results for CCc1ccc(C(=O)NCc2cccs2)s1 ?
AID2073: 3%; LYP phosphatase: -5%; SIAH1 antagonists: 4%; Dengue-2 NS5 capping: -4%; HIV peptide binding: -1.2%; MgcRacGAP inhibition: 2%; Large T inhibition: -3%; XIAP displacement: -1.1%; RSV CPE inhibition: 0.6%

Results for O=C(Nc1cnn(Cc2ccc(Cl)cc2Cl)c1)c1noc2c1CCCC2 ?
AID2073: 2%; LYP phosphatase: 6%; SIAH1 antagonists: 11%; Dengue-2 NS5 capping: 6%; HIV peptide binding: -1.5%; MgcRacGAP inhibition: 13%; Large T inhibition: 7%; XIAP displacement: -1.2%; RSV CPE inhibition: 8.0%

How did CC(=O)N(c1ccc(C)cc1)c1nc(C)cc(C)c1C#N do in these assays?
AID2073: -3%; LYP phosphatase: 0%; SIAH1 antagonists: 5%; Dengue-2 NS5 capping: -4%; HIV peptide binding: -0.2%; MgcRacGAP inhibition: -3%; Large T inhibition: 12%; RSV CPE inhibition: 0.3%

Results for Cc1cc(C)cc(NC(=O)CSc2ccc(-c3ccccn3)nn2)c1 ?
AID2073: 0%; LYP phosphatase: -9%; SIAH1 antagonists: 3%; Dengue-2 NS5 capping: 4%; HIV peptide binding: 2.6%; MgcRacGAP inhibition: -1%; Large T inhibition: 24%; RSV CPE inhibition: 0.1%

How did CC(OCC(O)CN(C)CCOc1ccccc1)c1ccc(Cl)cc1 (stereo not drawn) do in these assays?
AID2073: -6%; LYP phosphatase: -3%; SIAH1 antagonists: 1%; Dengue-2 NS5 capping: -3%; HIV peptide binding: 1.6%; MgcRacGAP inhibition: 26%; Large T inhibition: 5%; XIAP displacement: -2.1%; RSV CPE inhibition: -3.2%

What do the screens show for `N/C(=N\c1nc2ccccc2o1)NC(=O)c1cccc(Cl)c1`?
AID2073: 32%; LYP phosphatase: -7%; SIAH1 antagonists: 17%; HIV peptide binding: 1.7%; Large T inhibition: 10%

How did Cc1cc(=O)[nH]c2ccc(S(=O)(=O)Nc3ccccc3)cc12 do in these assays?
AID2073: -6%; LYP phosphatase: -10%; SIAH1 antagonists: 0%; Dengue-2 NS5 capping: -2%; HIV peptide binding: -0.8%; MgcRacGAP inhibition: 9%; Large T inhibition: 2%; RSV CPE inhibition: 0.3%

How did Cc1sc2nc(-c3ccncc3)[nH]c(=O)c2c1-c1ccccc1 do in these assays?
AID2073: 15%; LYP phosphatase: 4%; SIAH1 antagonists: -3%; HIV peptide binding: -0.5%; Large T inhibition: 11%; XIAP displacement: -1.9%; RSV CPE inhibition: 5.6%

Results for CCn1nnc(-c2ccccc2NS(=O)(=O)c2ccc(C(=O)OC)cc2)n1 ?
AID2073: 2%; LYP phosphatase: 2%; SIAH1 antagonists: 0%; Dengue-2 NS5 capping: -2%; HIV peptide binding: -1.5%; MgcRacGAP inhibition: 6%; Large T inhibition: -5%; XIAP displacement: 1.1%; RSV CPE inhibition: -0.3%

How did O=C(Nc1ccc(Cl)cc1Cl)NC1CCN(S(=O)(=O)c2ccc(F)cc2)CC1 do in these assays?
AID2073: 10%; LYP phosphatase: 4%; SIAH1 antagonists: 2%; Dengue-2 NS5 capping: -8%; HIV peptide binding: -0.2%; MgcRacGAP inhibition: 9%; Large T inhibition: 20%; RSV CPE inhibition: 1.6%

How did COC(=O)CNC(=O)C1Nc2ccc(OC(F)(F)F)cc2C2C=CCC12 (stereo not drawn) do in these assays?
Dengue-2 NS5 capping: -1%; MgcRacGAP inhibition: 4%; Large T inhibition: 4%; RSV CPE inhibition: -1.2%

How did COc1ccc(NC(=O)C2=CC(c3cccs3)=NS(=O)(=O)N2C)cc1 do in these assays?
AID2073: 7%; LYP phosphatase: -12%; SIAH1 antagonists: -2%; Dengue-2 NS5 capping: -1%; HIV peptide binding: 2.0%; MgcRacGAP inhibition: 9%; Large T inhibition: 3%; RSV CPE inhibition: 3.1%

A draw from above in order of length of the SMILES, ascending.
Results for Cc1cc(C)cc(NC(=O)CSc2ccc(-c3ccccn3)nn2)c1 ?
AID2073: 0%; LYP phosphatase: -9%; SIAH1 antagonists: 3%; Dengue-2 NS5 capping: 4%; HIV peptide binding: 2.6%; MgcRacGAP inhibition: -1%; Large T inhibition: 24%; RSV CPE inhibition: 0.1%

Results for O=C(Nc1cnn(Cc2ccc(Cl)cc2Cl)c1)c1noc2c1CCCC2 ?
AID2073: 2%; LYP phosphatase: 6%; SIAH1 antagonists: 11%; Dengue-2 NS5 capping: 6%; HIV peptide binding: -1.5%; MgcRacGAP inhibition: 13%; Large T inhibition: 7%; XIAP displacement: -1.2%; RSV CPE inhibition: 8.0%

Results for CCn1nnc(-c2ccccc2NS(=O)(=O)c2ccc(C(=O)OC)cc2)n1 ?
AID2073: 2%; LYP phosphatase: 2%; SIAH1 antagonists: 0%; Dengue-2 NS5 capping: -2%; HIV peptide binding: -1.5%; MgcRacGAP inhibition: 6%; Large T inhibition: -5%; XIAP displacement: 1.1%; RSV CPE inhibition: -0.3%

(next part)
What do the screens show for `CCN(CCCNC(=O)CN(C)S(=O)(=O)c1cccc2nsnc12)c1cccc(C)c1`?
AID2073: 2%; LYP phosphatase: -2%; SIAH1 antagonists: 0%; Dengue-2 NS5 capping: -6%; HIV peptide binding: 1.4%; MgcRacGAP inhibition: 12%; Large T inhibition: 9%; XIAP displacement: -6.5%; RSV CPE inhibition: 2.1%

What do the screens show for `Cc1c(NC(=O)CSc2ccc3c(c2)OCCO3)c(=O)n(-c2ccccc2)n1C`?
AID2073: -10%; LYP phosphatase: -5%; SIAH1 antagonists: -1%; Dengue-2 NS5 capping: 7%; HIV peptide binding: -0.8%; MgcRacGAP inhibition: 15%; Large T inhibition: -4%; XIAP displacement: -4.3%; RSV CPE inhibition: 1.6%

How did OCCC#Cc1ccc(CN2CCN(C3CCCCC3)C(CCO)C2)cc1 (stereo not drawn) do in these assays?
AID2073: 9%; LYP phosphatase: 2%; SIAH1 antagonists: -3%; Dengue-2 NS5 capping: -1%; HIV peptide binding: 2.0%; MgcRacGAP inhibition: 4%; Large T inhibition: 7%; XIAP displacement: -5.0%; RSV CPE inhibition: -0.4%

How did Cc1cccc(C)c1NC(=O)Cn1c(=O)n(CCCC(=O)NCc2ccco2)c(=O)c2sccc21 do in these assays?
AID2073: 3%; LYP phosphatase: -2%; SIAH1 antagonists: -2%; Dengue-2 NS5 capping: -1%; HIV peptide binding: 4.3%; MgcRacGAP inhibition: 11%; Large T inhibition: 12%; XIAP displacement: -8.0%; RSV CPE inhibition: -0.8%

How did Cc1cc(C)c(O)c(-c2cc(C(=O)NCc3ccccc3)[nH]n2)c1 do in these assays?
AID2073: 0%; LYP phosphatase: -1%; SIAH1 antagonists: 3%; Dengue-2 NS5 capping: 1%; HIV peptide binding: 3.4%; MgcRacGAP inhibition: 10%; Large T inhibition: -5%; XIAP displacement: -5.7%; RSV CPE inhibition: 7.5%

Results for CCN1CCN(C2=C(Cl)C(=O)N(Cc3ccccc3)C2=O)CC1 ?
AID2073: 17%; LYP phosphatase: -4%; SIAH1 antagonists: 12%; Dengue-2 NS5 capping: 12%; HIV peptide binding: 4.8%; MgcRacGAP inhibition: 3%; Large T inhibition: 8%; XIAP displacement: -0.4%; RSV CPE inhibition: 0.3%
